S2 tox – viability counter-screen for ATXN expression inhibitors | Potency, µM (top dose mostly 56.7 µM), hits mostly cytotoxic | S2 cells (HEK-293 line with an ATXN2-luciferase reporter) viability, CellTiter-Fluor protease fluorescence, 24 h | actives 0.49% (n = 400,000); also: potency is read from the fitted curve at half-maximal effect; nearly all actives have a fitted effect of over 40% in size
A549 viability – kills or reduces viability of A549 cells in Nrf2 counter-screen; A549 ARE-Fluc cells, CellTiter-Fluor viability, 18-24 h; Potency, µM (series often up to 46 µM), inactives show top-dose activity change, negative = cytotoxicity, most hits filed as inhibitors; actives 0.16% (n = 390,000); also: potency is read from the fitted curve at half-maximal effect; % is scaled to controls: 0 for no effect and ±100 for the full control effect
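A549 ARE-Fluc cells in 5% FBS OPTI-MEM, 5000 cells/well, rested 2 h then exposed to compounds in concentration-response for 18-24 h at 37 °C. Viability by CellTiter-Fluor fluorescence (Ex 405/Em 525) after 30 min; luciferase luminescence (BugLite, 15 min, RT) read afterwards.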
TGFb SMAD3 inh – inhibitors of TGF-b signaling. HepG2 CAGA-GFP TGF-b/SMAD3 reporter, GFP fluorescence, 18 h; TGF-beta stimulated, 500 pg/mL final. Potency, µM (titrated, usually from 46.1 µM), inactives show at the top dose activity, negative = inhibition, actives largely listed as inhibitors. actives 1.2% (n = 410,000). AID 588855; also: potency is read from the fitted curve at half-maximal effect; % is scaled to controls: 0 for no effect and ±100 for the full control effect; nearly all actives have a fitted effect of over 65% in size
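Cell-based qHTS in HEPG2 carrying a CAGA-GFP Smad reporter; compounds added before 500 pg/mL final TGF-beta, 18 h incubation at 37 degrees C, GFP fluorescence quantified per cell by imaging cytometry.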
pAkt inh – blocks phosphorylation of Akt; actives 0.32% (n = 360,000); AID 651550; Neuro2A IGF-stimulated pAkt S473 HTRF, 20 min; stronger effect = lower value; activity change, % for hits at 50 µM; in the data active = activity change below about -80%; inconclusive = mostly about -51% to -80%; also: % is scaled to controls: 0 for no effect and ±100 for the full control effect
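Neuro2A cells (4,500/well, DMEM with 0.5% FBS) were treated with compound at a single 50 µM final concentration, stimulated with 6 nM IGF for 20 min at 37 °C, and lysed. Phospho-Akt Ser473 was read by HTRF as 665/615 ratio ×10^4.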
HepG2 viability – kills HepG2 cells in TGF-b inhibitor counter-screen; HepG2 CAGA-GFP viability, ATP luminescence, 18 h; Potency, µM (series often up to 46.1 µM), without a hit: at the top dose activity change, negative = cytotoxicity, usual class: cytotoxic; actives 0.76% (n = 410,000); AID 588856; also: potency is read from the fitted curve at half-maximal effect; some results filed as inactive show a strong effect at the top dose
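CellTiter-Glo luminescence gave cytotoxicity after 18 hours at 37 degrees C. The cells were HepG2 CAGA-GFP in 1% FBS DMEM, stimulated with 500 pg/mL TGF-beta after compound addition. %Activity was normalised to no-cell wells (complete cell-killing) and DMSO (no toxicity), and curves were fitted and classified.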
MmCpn inh – blocks the Methanococcus maripaludis chaperonin Mm-Cpn; purified Mm-Cpn ATPase, ADP Transcreener TR-FRET; actives 0.031% (n = 330,000); Potency, µM (highest dose often 76.9 µM), inactives show top-dose activity, negative = inhibition, usual class: inhibitors; also: potency is read from the fitted curve at half-maximal effect; % is scaled to controls: 0 for no effect and ±100 for the full control effect; nearly all actives have a fitted effect of over 80% in size
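Reaction buffer contained 30 mM Tris pH 7.4, 100 mM KCl, 5 mM MgCl2 and 1 mM DTT. Mm-CPN (25 nM final) hydrolysed 10 uM ATP over 30 min at 37°C; ADP was read by HTRF.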
CCT modulator – changes cytosolic chaperonin activity. purified chaperonin ATPase assay, HTRF ADP detection, 30 min. activity change, % (no concentration beside the values), hits read low. actives 0.3% (n = 360,000). AID 651819; in the data active = activity change below about -30%; also: % is scaled to controls: 0 for no effect and ±100 for the full control effect
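TRiC at 40 or 20 nM final (batch-dependent) in 30 mM Tris pH 7.4, 100 mM KCl, 5 mM MgCl2, 1 mM DTT, with compound at single 76 uM and 10 uM ATP, 30 min at 37 deg C. ADP detected by HTRF Transcreener, 665/615 ratio.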
Nrf2 activator – activates Nrf2 signaling; AREc32 ARE-luciferase reporter (MCF7-derived line), luminescence, 24 h; Potency, µM (titrated, usually from 46.1 µM), without a hit: at the highest dose activation, actives largely listed as activators; actives 0.31% (n = 410,000); also: potency is read from the fitted curve at half-maximal effect; % of control where 0% means no effect; nearly all actives have a fitted effect of over 65% in size
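AREc32 cells carrying an ARE-driven firefly luciferase reporter were seeded at 1000 cells/well in OPTI-MEM with 5% FBS, then exposed to compound for 24 hr at 37 deg C. Luminescence was read with Steady-Glo after 30 min at RT.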
Nrf2 inh – blocks Nrf2 signaling; A549 ARE-Fluc reporter, luciferase luminescence, 18-24 h; actives 2.1% (n = 360,000); Potency, µM (titrated, usually from 46 µM), without a hit: top-dose activity change, negative = inhibition, usual class: inhibitors; also: potency is read from the fitted curve at half-maximal effect; % is scaled to controls: 0 for no effect and ±100 for the full control effect; nearly all actives have a fitted effect of over 60% in size
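Nrf2 function is reported as luminescence of an ARE-controlled luciferase in A549 cells. Compounds were tested at several concentrations, and a CellTiter-Fluor read on the same wells flagged cytotoxicity.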
The depositor's hits bear a star; i = inactive; ? = inconclusive; nt = not tested or not shown; [ ] = dose if it differs, or a comment. Unless noted, calls follow the shape of the dose curve; as a rule, active = well fitted curve in the direction sought with a large enough effect; inconclusive = small, poorly fitted or top-dose-only effect, or another doubt; inactive = no such curve, though single readings can be large; an effect the other way counts as inactive or inconclusive.

A first look:
#	mol	S2 tox	A549 viability	TGFb SMAD3 inh	pAkt inh	HepG2 viability	MmCpn inh	CCT modulator	Nrf2 activator	Nrf2 inh
1	CN(C)c1ccc(N2C(=NC(=O)CCc3ccccc3)SC3CS(=O)(=O)CC32)cc1 (stereo not drawn)	i	2%	0%	i	-4%	0%	-0.1	-0.6%	-10%
2	CCN(CC)c1ccc(N2C(=NC(=O)C3CCCO3)SC3CS(=O)(=O)CC32)cc1 (stereo not drawn)	i	1%	-10%	i	-1%	0%	1.6	1.6%	-18%
3	O=C(CCN1C(=O)c2ccccc2C1=O)Nc1cccnc1	i	-17%	3%	i	7%	1%	-0.6	-0.7%	-10%

Main list, repeating the preview:
#	mol	S2 tox	A549 viability	TGFb SMAD3 inh	pAkt inh	HepG2 viability	MmCpn inh	CCT modulator	Nrf2 activator	Nrf2 inh
1	CN(C)c1ccc(N2C(=NC(=O)CCc3ccccc3)SC3CS(=O)(=O)CC32)cc1 (stereo not drawn)	i	2%	0%	i	-4%	0%	-0.1	-0.6%	-10%
2	CCN(CC)c1ccc(N2C(=NC(=O)C3CCCO3)SC3CS(=O)(=O)CC32)cc1 (stereo not drawn)	i	1%	-10%	i	-1%	0%	1.6	1.6%	-18%
3	O=C(CCN1C(=O)c2ccccc2C1=O)Nc1cccnc1	i	-17%	3%	i	7%	1%	-0.6	-0.7%	-10%
4	CC1(C)CC2(C)Nc3ccccc3N2C(=S)N1 (stereo not drawn)	i	0%	?	i	-2%	0%	-0.2	-0.7%	-4%
5	O=C(OCC(=O)c1cccs1)c1ccc(NC(=O)c2ccco2)cc1	i	1%	18%	i	-3%	?	-3.0	-0.1%	0%
6	C=CCn1c(CNc2ccccc2)nnc1SCC(=O)N/N=C/c1ccc(O)cc1O	i	-1%	-6%	i	-11%	0%	-2.0	1.1%	-4%
7	O=C(NCc1ccc2c(c1)OCO2)C1CC(=O)N(CCc2ccccc2)C1 (stereo not drawn)	i	-2%	2%	i	-2%	1%	-1.0	-0.2%	10%
8	CC(C)CCn1cnc2c(sc3nc4c(cc32)CSC(C)(C)C4)c1=O	i	-2%	?	i	-3%	-1%	1.1	0.3%	?
9	Cc1c(Cc2ccccc2)c(=O)oc2c(C)c(OCC(=O)NCc3ccccn3)ccc12	i	3%	8%	i	-6%	0%	-1.0	-0.9%	-7%
10	O=C1Cn2nnc(-c3ccccc3)c2C2c3ccccc3CCN12 (stereo not drawn)	i	nt	-24%	i	-3%	nt	-1.1	-0.7%	nt
11	Cc1cccc(Cc2c(C)nc3nc(SCC(=O)NCc4ccco4)nn3c2C)c1	i	-18%	-8%	i	-1%	2%	-3.4	0.2%	?
12	CCn1cc(C(=O)O)c(=O)c2cnc(N3CCN(C(=S)NC(=O)c4ccccc4Cl)CC3)nc21	i	-14%	-7%	i	7%	1%	0.9	-1.3%	-7%
13	COc1cccc2cc(C(=O)Nc3ccccc3C)/c(=N/NS(=O)(=O)c3ccccc3)oc12	i	3%	12%	i	0%	-1%	-7.4	-0.2%	2%
14	O=C1c2cccnc2Nc2ccccc2N1CCCF	i	2%	0%	i	18%	-2%	1.0	0.2%	nt
15	COc1ccc(C2CC(=O)Nc3cc(OC)c(OC)cc32)cc1Br (stereo not drawn)	i	-2%	-4%	i	-23%	-2%	0.3	7.5%	-4%
16	CCOC(=O)N1CCC(NC(=O)c2cnn3ccccc23)CC1	i	-5%	-28%	i	-37%	0%	2.2	-0.3%	-1%
17	O=C(O)/C=C/c1ccc2noc(-c3ccccc3)c2c1	i	-17%	35%[activator]	i	2%	-2%	-0.3	-0.4%	-29%
18	CCCOc1cccc(C(=O)N(Cc2cccs2)C2CCS(=O)(=O)C2)c1 (stereo not drawn)	i	-1%	-12%	i	-5%	-1%	-2.0	-0.7%	-4%
19	O=C(CN1C(=O)COc2ccc(Cl)cc21)N1CCOCC1	i	-5%	-8%	i	3%	-1%	-0.7	0.3%	-16%
20	Cc1cc(C)cc(NS(=O)(=O)c2csc(C(N)=O)c2)c1	i	1%	16%	i	2%	2%	0.3	-0.2%	?
21	CCOC(=O)C1CCCN(C(=O)c2cn(C)c(=O)c3cc(OC)c(OC)cc23)C1 (stereo not drawn)	i	2%	1%	i	-1%	-2%	-1.1	-0.2%	-3%
22	Cc1nnc(SCC(=O)Nc2ncc(Cc3ccc(F)cc3)s2)n1N	i	7%	?	i	-8%	0%	-0.8	-0.4%	nt
23	Cc1ccc(/C=C2/SC(=O)NC2=S)o1	i	-24%	32%[activator]	i	5%	-17%	-0.7	0.5%	-2%
24	CN(C)S(=O)(=O)c1ccc2nnn(OCC(=O)NC34CC5CC(CC(C5)C3)C4)c2c1	i	-10%	-4%	i	6%	2%	1.9	-0.2%	-5%
25	CC(=O)c1cccc(NS(=O)(=O)c2c(C)nc3sc(C)cn3c2=O)c1	nt	-1%	-9%	nt	-26%	nt	nt	-0.6%	1%

Looked up above:
Entry for #14 under Nrf2 activator: 0.2%
Entry for #7 under TGFb SMAD3 inh: 2%
Entry for #13 under HepG2 viability: 0%
Entry for #5 under A549 viability: 1%

(further entries)
#	mol	S2 tox	A549 viability	TGFb SMAD3 inh	pAkt inh	HepG2 viability	MmCpn inh	CCT modulator	Nrf2 activator	Nrf2 inh
26	CCOC(=O)c1c(C)oc2cc(Br)c(OC)cc12	i	nt	15%	i	-1%	-9%	0.7	-0.2%	3%
27	C=CCN(CC=C)S(=O)(=O)c1ccc(NC(=S)NC(=O)Cc2ccc(OC)cc2)cc1	i	-2%	-3%	i	-7%	1%	0.5	0.0%	-1%
28	CC(=O)N1CCc2cc(S(=O)(=O)CCC(=O)N(C)c3cc(C)ccc3C)ccc21	i	0%	0%	i	4%	-1%	-1.8	-0.1%	0%
29	CCCC(=O)N(CCN1CCOCC1)c1nc2c(OCC)cccc2s1	i	0%	0%	i	-19%	-11%	-2.4	0.3%	0%
30	COc1ccc(/C=N/NC(=O)CSCc2ccc([N+](=O)[O-])cc2)cc1OC	i	5%	6%	i	0%	0%	0.5	2.6%	-30%
31	CSc1ccccc1NC(=O)CN(C)CC(=O)c1c(C)[nH]c2ccccc12	i	-4%	-1%	i	1%	0%	0.2	0.3%	5%
32	COc1ccc(Nc2nc(N)nc(CN3CCc4ccccc4C3)n2)cc1	i	-10%	-16%	i	-13%	-1%	0.4	3.7%	-17%
33	COc1ccc(N2CCN(c3ncnc4onc(C)c34)CC2)cc1	nt	5%	1%	nt	1%	nt	nt	-1.4%	9.2µM*
34	Cc1ccccc1C(=O)O/N=C1\CCS(=O)(=O)c2sccc21	i	-1%	-17%	i	1%	4%	2.0	3.6%	nt
35	CC(C)(C)c1ccc(C(=O)Nc2c(C(=O)c3ccc(F)cc3)oc3ccccc23)cc1	i	-3%	29%	nt	-26%	nt	nt	-0.3%	0%
36	COc1cccc(Cn2c(=O)c3[nH]cnc3n(-c3ccccc3C)c2=O)c1	i	8%	20%	i	30%	1%	1.2	3.7%	10%
37	C=CCN1C(=O)/C(=C\c2cc(Br)c(OCc3ccccn3)c(OC)c2)SC1=S	i	-5%	-2%	i	0%	0%	0.0	0.0%	?
38	CC(C)c1cc(C(C)C)c(S(=O)(=O)N2c3ccccc3[C@@]3(Br)C[C@H]4C(=O)N[C@@H](Cc5ccccc5)C(=O)N4[C@@H]23)c(C(C)C)c1	i	8%	8.9µM*	i	-4%	nt	-2.7	-0.1%	?
39	S=C(NCCc1ccccn1)Nc1cccc(Cl)c1	i	1%	-2%	i	-3%	1%	-0.1	1.5%	4%
40	CCOC(=O)c1c(C)[nH]c(C(=O)OCc2ccccc2)c1C	i	1%	-6%	i	-3%	-6%	2.6	2.7%	?
41	Cc1ccc(NC(=O)c2ccc3c(c2)CCN3S(C)(=O)=O)c(C)c1	i	0%	45%[activator]	i	32%	3%	1.2	5.0%	-7%
42	O=C(CCCOc1ccc(Cl)cc1Cl)Nc1ccc(O)cc1C(=O)O	i	-5%	4%	i	28%	0%	-2.9	-0.1%	-3%
43	Cn1c(=O)c2[nH]c(SCC(=O)c3ccc(F)cc3)nc2n(C)c1=O	i	-6%	-3%	i	-41%	0%	-0.8	0.0%	-26%
44	Cc1cnc(C(=O)Nc2ccc(C)c(S(=O)(=O)N3CCCCC3)c2)cn1	i	-1%	8%	i	1%	1%	0.3	-0.5%	-10%
45	COc1ccc(O)c(CN2CCC(n3nccc3NC(=O)c3ccccc3Cl)CC2)c1	i	4%	5%	i	-3%	-2%	0.6	0.6%	7%

Down the list, quoted from above:
Nos. 30–34 in A549 viability read 5%, -4%, -10%, 5%, -1%

One compound at a time (already shown). Screens in order: S2 tox, A549 viability, TGFb SMAD3 inh, pAkt inh, HepG2 viability, MmCpn inh, CCT modulator, Nrf2 activator, Nrf2 inh
Shown for CCOC(=O)N1CCC(NC(=O)c2cnn3ccccc23)CC1 → i, -5%, -28%, i, -37%, 0%, 2.2, -0.3%, -1%
Shown for O=C(CN1C(=O)COc2ccc(Cl)cc21)N1CCOCC1 → i, -5%, -8%, i, 3%, -1%, -0.7, 0.3%, -16%
